Luc counter: blocks Kinase-Glo luciferase, a counter-screen artifact; Q27757; actives 0.28% (n = 200,000); Potency, µM (doses to about 38.3 µM), for the others: at the top dose activity change, negative = inhibition, most hits filed as inhibitors; Kinase-Glo luciferase, ATP luminescence, 8 min; also: potency is read from the fitted curve at half-maximal effect; % is scaled to controls: 0 for no effect and ±100 for the full control effect; nearly all actives have a fitted effect of over 60% in size
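Recombinant Kinase-Glo luciferase, 10 uM ATP (linear range), luciferin; imidazole pH 7.2 / KCl / MgCl2 / Tween / BSA buffer; 8 min RT; luminescence.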
CBFb-RUNX1 inh: CBF-beta/RUNX1 interaction disruption | 230,000 tested, under 10 active | AlphaScreen CBFb-His/RUNX1-biotin binding, biochemical | Q01196+Q13951 | AID 1477 | Potency, µM (series often up to 59.8 µM), for inactives: at the top dose activity, negative = inhibition, hits mostly inhibitors; also: % of control where 0% means no effect
Target sequence (Q01196 whole entry, looked up): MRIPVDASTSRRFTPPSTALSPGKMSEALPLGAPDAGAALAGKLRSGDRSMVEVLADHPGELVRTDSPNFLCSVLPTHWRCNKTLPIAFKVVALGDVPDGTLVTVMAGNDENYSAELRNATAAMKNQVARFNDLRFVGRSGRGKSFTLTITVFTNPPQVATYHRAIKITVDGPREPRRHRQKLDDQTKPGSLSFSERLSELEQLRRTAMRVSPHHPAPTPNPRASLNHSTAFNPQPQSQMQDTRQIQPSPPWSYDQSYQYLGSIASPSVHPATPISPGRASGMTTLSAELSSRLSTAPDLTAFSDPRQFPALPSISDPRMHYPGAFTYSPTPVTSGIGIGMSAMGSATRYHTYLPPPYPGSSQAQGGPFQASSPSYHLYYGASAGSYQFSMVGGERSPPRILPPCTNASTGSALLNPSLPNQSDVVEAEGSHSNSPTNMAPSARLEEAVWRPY
Target sequence (Q13951 whole entry, looked up): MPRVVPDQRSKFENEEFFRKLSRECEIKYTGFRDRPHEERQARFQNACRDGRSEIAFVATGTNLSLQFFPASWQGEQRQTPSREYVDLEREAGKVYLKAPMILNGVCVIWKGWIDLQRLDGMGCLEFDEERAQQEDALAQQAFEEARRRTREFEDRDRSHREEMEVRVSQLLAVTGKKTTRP
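Inhibition was taken as any reduction in AlphaScreen signal from the CBF-beta–RUNX1 pair (His and biotin tags, 30 nM each), measured after compound (15 min) and bead (90 min) incubations at room temperature.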
aGal spleen mod: inhibits or activates alpha-galactosidase in human spleen homogenate; Potency, µM (highest dose often 80 µM), without a hit: at the highest dose activity change, negative = inhibition, hits mostly inhibitors; human spleen homogenate, 4MU-alpha-Gal fluorescence, 40 min; P06280; actives 0.008% (n = 240,000);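 also: potency is read from the fitted curve at half-maximal effect; 0% = enzyme with vehicle and -100% = no enzyme basal signal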
Target sequence (P06280 32-429 limits assumed): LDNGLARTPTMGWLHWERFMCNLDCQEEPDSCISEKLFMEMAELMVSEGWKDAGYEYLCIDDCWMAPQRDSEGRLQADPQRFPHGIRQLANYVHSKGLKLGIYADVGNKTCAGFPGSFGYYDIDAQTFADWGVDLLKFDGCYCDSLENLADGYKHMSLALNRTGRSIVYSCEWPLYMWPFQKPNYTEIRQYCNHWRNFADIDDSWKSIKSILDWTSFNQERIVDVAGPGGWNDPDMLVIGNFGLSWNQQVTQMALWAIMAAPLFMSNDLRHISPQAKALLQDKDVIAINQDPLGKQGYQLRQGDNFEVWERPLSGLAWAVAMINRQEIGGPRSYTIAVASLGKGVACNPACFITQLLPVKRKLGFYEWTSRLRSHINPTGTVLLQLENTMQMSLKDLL
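Human spleen homogenate (1 ug) was the enzyme source, with 4-methylumbelliferyl-alpha-D-galactopyranoside (1 mM final) in pH 5.0 citrate buffer with 0.01% Tween-20. Compounds were titrated; after 40 min at 37C, NaOH/glycine stop, 4-MU fluorescence read; AC50 from Hill fits.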
NPSR antag: blocks cAMP signaling of the human neuropeptide S receptor; actives 1% (n = 220,000); AID 1461; CHO-NPSR cells, cAMP TR-FRET, antagonist mode; Potency, µM (series often up to 38.3 µM), inactives show top-dose activity change, negative = inhibition, most hits filed as inhibitors; also: potency is read from the fitted curve at half-maximal effect; % is scaled to controls: 0 for no effect and ±100 for the full control effect; nearly all actives have a fitted effect of over 50% in size; many of its hits are not listed in these tables
IMPase Li inh: IMPase inhibition in cells with lithium potentiation; actives 0.35% (n = 210,000); AID 1457; Potency, µM (series often up to 59.4 µM), without a hit: top-dose activity, negative = IMPase inhibition, actives largely listed as inhibitors; CHO-M1 cells, IP1 TR-FRET (IP-One), carbachol + lithium;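 also: IP1 builds up when IMPase is blocked and the TR-FRET signal falls; potency is read from the fitted curve at half-maximal effect; plate controls were basal vehicle for no effect and high inhibitor control for full effect; nearly all actives have a fitted effect of over 50% in size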
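Test compounds were applied to CHO-M1 cells previously cultured for 16–30 h at 2000 per well. A small lithium amount accompanied them; after 30 min at 37C, IP1 was quantified by TR-FRET.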
Epigenetic derep: regulators of epigenetic silencing causing reporter derepression in mouse cells; Potency, µM (highest dose often 53.9 µM), for the others: top-dose GFP activation, actives largely listed as activators; actives 0.2% (n = 280,000); AID 1865; murine LDR cells, GFP reporter derepression, 30 h; also: potency is read from the fitted curve at half-maximal effect; % of control where 0% means no effect; nearly all actives have a fitted effect of over 60% in size
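GFP-positive cell count by laser-scanning cytometry (objects 20–120 um) after 30 h, 37 C compound exposure of murine LDR cells; reporter is CMV-GFP integrated at a silenced locus, inducible by HDAC or DNMT inhibitors.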
LMNA splice mod: LMNA splicing modulation; AID 1487; Potency, µM (highest dose often 46.1 µM), for inactives: at the top dose ratio change, negative = inhibition, usual class: inhibitors; HeLa LMNA splicing GFP/RFP minigene ratio, 48 h; actives 0.01% (n = 200,000); active = well fitted inhibition curve with a large enough effect in the signal ratio, with a control signal flat, not every such curve was filed as active; inconclusive = small, poorly fitted or top-dose-only effect, or effect the other way, or a change in a side signal; the % refers to the signal ratio; also: potency is read from the fitted curve at half-maximal effect; % is scaled to controls: 0 for no effect and ±100 for the full control effect
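Read-out is the ratio of GFP to DsRed2 object intensity, acquired by 488 nm laser-scanning cytometry on HeLa lamin A-EGFP minigene reporter cells. Compound incubation 48 hrs at 37 °C in Opti-MEM with 2% FBS; DMSO 0.5% final.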
* hit, by the source's call; u = inconclusive; x = not tested or not shown; [ ] = dose if it differs, or a comment. Unless noted, calls follow the shape of the dose curve; as a rule, active = well fitted curve in the direction sought with a large enough effect; inconclusive = small, poorly fitted or top-dose-only effect, or another doubt; inactive = no such curve, though single readings can be large; an effect the other way counts as inactive or inconclusive. Only part of the results is shown. The share of hits here may be higher or lower than overall.

SMILES	Luc counter	CBFb-RUNX1 inh	aGal spleen mod	NPSR antag	IMPase Li inh	Epigenetic derep	LMNA splice mod
CCOC(=O)c1ccc(NC(=O)CN2C(=O)C3C4C=CC(C4)C3C2=O)cc1 (configuration not stated)	2%	3%	-2%	-3%[46.1 µM]	25%[38.3 µM]	-7.0%	-1%
COc1ccc(-c2nn(-c3ccccc3)cc2/C=N/NC(=O)c2ccc(Br)o2)cc1	-2%	2%	-6%	6.3µM*	18%[38.3 µM]	2.2%	22%
CCOC(=O)Cc1csc(NC(=O)Cc2ccc(Cl)cc2)n1	x	10%	1%	-1%[7.67 µM]	x	-1.4%	x
Cc1ccc(CN2CCC(C(=O)NCCC(C)C)CC2)o1	x	12%	10%	11%[46.1 µM]	x	-6.4%	3%
CC1CN(C(=O)COC(=O)c2ccc(Cl)nc2)CC(C)O1 (configuration not stated)	5%	17%	5%	4%	2%	0.9%	-4%[46 µM]
CSc1nc(N(C)C)nc(N(C)C#N)n1	-2%	-1%	1%	20%	-5%	-2.2%	-13%[46 µM]
Cc1nn(-c2ccccc2)cc1/C=N/NC(=O)c1cccs1	x	4%	8%	8%	x	16%	x
CC(C)CCNC(=O)C1CC(c2cccc([N+](=O)[O-])c2)=NO1 (configuration not stated)	0%	-1%	-3%	0%[46.1 µM]	-1%[38.3 µM]	-0.3%	10%
O=C(NCCCn1ccnc1)C(Cc1ccccc1)N1C(=O)c2ccccc2C1=O (configuration not stated)	-3%	-13%	4%	3%[7.67 µM]	-9%[38.3 µM]	6.5%	2%
CCOC(=O)c1cnc(-c2ccccc2)nc1Oc1ccc(OC)cc1	1%	3%	-7%	-48%	14%	0.9%	u
Nc1ccccc1SCc1cn2cccnc2n1	2%	12%	11%	-21%[46.1 µM]	2%[38.3 µM]	0.0%	-8%
Cc1c(C(=O)Nc2ccccc2)cn2c(nc3ccccc32)c1C#N	3%	0%	-10%	9%	-15%	16%	5%
Nc1nc(N2CCCCC2)nc(N2CCCCC2)n1	8%	-1%	2%	-8%[46.1 µM]	15%[38.3 µM]	-10%	3%
Cn1c(Cn2c(=O)sc3ccccc32)nnc1SCC(=O)N1CCCC1	2%	0%	2%	0%[46.1 µM]	3%	0.0%	-6%
CC1=CC(=O)C(C(C)C)=C/C1=N/OC(=O)c1cccc([N+](=O)[O-])c1	-3%	-6%	3%	u	36%[38.3 µM]	-3.5%	-10%
CN(C)S(=O)(=O)c1cccc(C(=O)Nc2ccccc2Cl)c1	-2%	-1%	2%	-5%[46.1 µM]	12%[38.3 µM]	4.2%	-1%
CN1CCN(Cc2nc(-c3cccs3)no2)CC1c1ccccc1 (configuration not stated)	x	8%	-5%	-19%	x	-3.8%	x
CCOc1ccc(N2CC(=O)SC2=S)cc1	1%	-5%	9%	-3%[46.1 µM]	9%[38.3 µM]	0.7%	14%
COc1ccccc1-c1csc(NC(=O)c2ccc(N3C(=O)CCC3=O)cc2)n1	0%	0%	12%	3%	3%	0.4%	-4%[46 µM]
O=C(COC(=O)c1ccc(-c2ccc([N+](=O)[O-])cc2)o1)NC(=O)NC1CCCCC1	x	-2%	1%	-27%[46.1 µM]	x	2.6%	-11%
CC1CCCN(CC(O)COCc2ccc3c(c2)OCO3)C1 (configuration not stated)	4%	8%	-10%	-1%	6%	-1.3%	u
COc1ccc2cc(C(c3nnnn3C(C)(C)C)N3CCSCC3)c(=O)[nH]c2c1 (configuration not stated)	x	0%	-2%	-14%[46.1 µM]	x	-5.5%	3%
CCc1ccccc1OCC(=O)OCC(=O)c1c(N)n(C)c(=O)n(C)c1=O	-3%	2%	-1%	-4%	-10%	1.1%	u
COc1cc(/C=N\NC(=O)CNC(=O)C(c2ccccc2)c2ccccc2)ccc1O	x	2%	4%	-1%	x	1.1%	x

Copied from the entries so far (2 entries):
SMILES	Luc counter	CBFb-RUNX1 inh	aGal spleen mod	NPSR antag	IMPase Li inh	Epigenetic derep	LMNA splice mod
CCOC(=O)c1ccc(NC(=O)CN2C(=O)C3C4C=CC(C4)C3C2=O)cc1 (configuration not stated)	2%	3%	-2%	-3%[46.1 µM]	25%[38.3 µM]	-7.0%	-1%
COc1ccc(-c2nn(-c3ccccc3)cc2/C=N/NC(=O)c2ccc(Br)o2)cc1	-2%	2%	-6%	6.3µM*	18%[38.3 µM]	2.2%	22%

Carrying on:
SMILES	Luc counter	CBFb-RUNX1 inh	aGal spleen mod	NPSR antag	IMPase Li inh	Epigenetic derep	LMNA splice mod
CCC(=O)N1CCc2cc(S(=O)(=O)N3CCc4ccccc4C3)ccc21	1%	-2%	-6%	-6%[46.1 µM]	-9%[38.3 µM]	-0.3%	1%
O=C(Nc1ccc2c(c1)OCCO2)C1CCN(C(=O)c2ccc(Cl)cc2)CC1	-3%	15%	13%	-3%	-6%	-2.0%	-7%
S=C(c1cn(CCOc2cccc3ccccc23)c2ccccc12)N1CCCC1	-2%	-17%	2%	-12%	3%	-1.0%	u
COc1ccc(OC)c(/C=C2\SC(=S)N(Cc3cccnc3)C2=O)c1	0%	-7%	1%	-26%	9%	u	4%
O=C(Cc1cccs1)N=Nc1c(O)[nH]c2ccc(Br)cc12	x	-8%	5%	-2%[7.67 µM]	x	-0.3%	x
CCCn1nnc(NC(=O)c2ccc3ccccc3c2)n1	3%	2%	3%	-12%	-2%	0.1%	26%[46 µM]
COC(=O)[C@H](C)NC(=O)Nc1ccc(OC)cc1OC	x	5%	1%	-4%[46.1 µM]	x	-5.9%	-3%
NC1=NC2(CCCC2)N=C(Nc2ccccc2)N1	x	9%	11%	-5%[7.67 µM]	x	-0.3%	x
NNC(=O)c1ccc(COCC(F)(F)F)cc1	x	-3%	3%	-24%	x	-0.1%	x
O=C1CC(=O)N(CCNc2ncc(C(F)(F)F)cc2Cl)C(=O)N1	-1%	-8%	-10%	-7%[46.1 µM]	-11%[38.3 µM]	11%	-5%
O=C(COC(=O)c1ccc(S(=O)(=O)NCc2ccco2)cc1)Nc1ncc(Cl)cc1Cl	2%	3%	0%	-1%	-1%	-1.8%	8%
CCOC(=O)Nc1ccc2c(c1)N(C(=O)N1CCN(C)CC1)c1ccccc1S2	1%	-8%	1%	-7%[46.1 µM]	23%	-2.2%	-19%

Pulled by compound from the entries so far (six):
SMILES	Luc counter	CBFb-RUNX1 inh	aGal spleen mod	NPSR antag	IMPase Li inh	Epigenetic derep	LMNA splice mod
COC(=O)[C@H](C)NC(=O)Nc1ccc(OC)cc1OC	x	5%	1%	-4%[46.1 µM]	x	-5.9%	-3%
CCOC(=O)Nc1ccc2c(c1)N(C(=O)N1CCN(C)CC1)c1ccccc1S2	1%	-8%	1%	-7%[46.1 µM]	23%	-2.2%	-19%
CCCn1nnc(NC(=O)c2ccc3ccccc3c2)n1	3%	2%	3%	-12%	-2%	0.1%	26%[46 µM]
O=C1CC(=O)N(CCNc2ncc(C(F)(F)F)cc2Cl)C(=O)N1	-1%	-8%	-10%	-7%[46.1 µM]	-11%[38.3 µM]	11%	-5%
CCC(=O)N1CCc2cc(S(=O)(=O)N3CCc4ccccc4C3)ccc21	1%	-2%	-6%	-6%[46.1 µM]	-9%[38.3 µM]	-0.3%	1%
O=C(Cc1cccs1)N=Nc1c(O)[nH]c2ccc(Br)cc12	x	-8%	5%	-2%[7.67 µM]	x	-0.3%	x

Carrying on:
SMILES	Luc counter	CBFb-RUNX1 inh	aGal spleen mod	NPSR antag	IMPase Li inh	Epigenetic derep	LMNA splice mod
O=C(NC(=S)Nc1cc(S(=O)(=O)N2CCOCC2)ccc1N1CCOCC1)C1CCCC1	1%	2%	-10%	-28%	-2%	0.8%	8%[9.22 µM]
CC(c1ccco1)N(C(=O)COc1ccc(Cl)cc1Cl)c1ccccn1 (configuration not stated)	-5%	6%	-8%	25%[46.1 µM]	31%[38.3 µM]	0.0%	u
O=C(COC(=O)CCCOc1ccc(Cl)cc1Cl)NCc1ccc(F)cc1	-4%	8%	5%	13%	-3%	1.0%	2%
c1ccc2c(c1)OCC(c1csc3ncnc(N4CCCCC4)c13)O2 (configuration not stated)	-3%	3%	4%	u	15%	-0.8%	-5%
O=c1c2ccccc2c(-c2ccccc2)nn1-c1ccccc1	x	13%	8%	46%	x	0.1%	x
Nc1ccc(Br)cc1-c1nc2ccccc2[nH]c1=O	-1%	0%	2%	-2%	1%	-5.1%	x
CC(C)N=C(NS(=O)(=O)NC(=O)c1ccccc1)c1ccccc1	x	5%	7%	13%	1%	-0.3%	x
Nc1cc(S(=O)(=O)N2CCCCC2)ccc1Oc1ccccc1	7%	5%	-6%	0%	22%	-0.4%	-23%[46 µM]
O=C(COC(=O)c1cc2ccccc2cc1O)NC(=O)NCc1ccco1	4%	-3%	-2%	-19%	1%	1.4%	-7%[46 µM]
CCOC(=O)c1c(-c2ccc(C)cc2C)csc1NC(=O)CSc1nnnn1C	10%	7%	-6%	u	10%[38.3 µM]	-1.1%	u
O=C(C(c1ccccc1)c1ccccc1)N1CCN(Cc2ccccn2)CC1	3%	13%	0%	-11%[46.1 µM]	34%[38.3 µM]	-7.9%	-12%
COc1ccc(C2SCC(C(=O)O)N2C(C)=O)cc1 (configuration not stated)	0%	-1%	-4%	9%[46.1 µM]	21%[38.3 µM]	0.7%	7%
CCOC(=O)c1c(C)c(C(=O)N2CCCCCC2)c(C)n1CC	-2%	2%	11%	23%[46.1 µM]	22%[38.3 µM]	7.9%	-14%
Cc1nc(N2CCC(C)CC2)c2c(C)c(C(=O)Nc3ccc(C)c(F)c3)sc2n1	2%	2%	1%	-32%	2%	-4.1%	x
COc1cc(/C=N/NC(=O)c2cccc([N+](=O)[O-])c2)ccc1OC(=O)c1ccco1	x	-4%	-7%	-4%	9%	2.5%	x
O=C(O)CCCN1C(=O)C2C3CC(C2C1=O)C1C(c2ccccc2)c2sc(=O)n(-c4ccccc4)c2SC31 (configuration not stated)	4%	-21%	11%	-2%	-4%	0.5%	x
O=C(Oc1ccccc1C(=O)N1CCOCC1)c1cccc(Br)c1	-6%	4%	-12%	1%[46.1 µM]	-15%[38.3 µM]	0.8%	5%
COc1ccc(Cl)cc1NC(=O)CN(C)CC(=O)Nc1ccc(C)cc1Br	-4%	0%	0%	-48%	20%	-1.1%	7%[46 µM]
O=C(NC(O)C(=O)c1ccccc1)c1cccs1 (configuration not stated)	17%	-2%	-6%	-13%[46.1 µM]	-3%[38.3 µM]	1.7%	-3%
Cc1ccc(C(=O)N2CCN(c3ncccn3)CC2)o1	-8%	-2%	-8%	3%[46.1 µM]	-24%[38.3 µM]	1.9%	10%
COc1cc2c(cc1OC)CN(CC(=O)NC(=O)NCc1ccccc1)CC2	0%	-11%	-1%	-15%	-1%	-7.7%	u

Assay outcomes (PubChem BioAssay)
